# Bioassay records deposited in PubChem BioAssay by National Center for Advancing Translational Sciences (NCATS).
# RGS4 inhibitor: blocks human RGS4-accelerated GTP hydrolysis. P49798. Transcreener GDP fluorescence polarization, RGS4-accelerated GTP hydrolysis. Potency, µM (series often up to 114 µM), without a hit: top-dose activity change, negative = inhibition, actives largely listed as inhibitors. actives 0.039% (n = 390,000). AID 504845; note: potency is the fitted concentration of half-maximal effect; % is set by controls: 0 for no effect and ±100 for the full control effect; nearly all actives have a fitted effect of over 75% in size; some results filed as inactive show a strong effect at the top dose
#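 MLSMR compounds (23 nl, pin-transferred) preincubated 10 min at room temperature with a 500nM (2x) first reagent, then RGS4 at 900nM (2x) plus Transcreener GDP mix added; fluorescence polarization (620/688 nm) read before and after 90 min at 30 °C.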
# ERG Ets-DNA blk: inhibitors of human ERG Ets domain-DNA interaction. P11308. fluorescence polarization, His-ERG Ets domain / labelled DNA. Potency, µM (top dose mostly 76.9 µM), inactives show at the highest dose FP activity, negative = inhibition, hits mostly inhibitors. actives 0.028% (n = 370,000). AID 624246; active = well fitted inhibition curve with a large enough effect in the polarisation, with a control signal flat; inconclusive = small, poorly fitted or top-dose-only effect, or effect the other way, or a change in a side signal; inactive = no such curve, though single readings can be large or run the other way; the % refers to the polarisation;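 note: polarization taken with two DNA probes labelled with fluorescein and Texas red; potency is the fitted concentration of half-maximal effect; % of control where 0% means no effect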
# Target sequence (P11308 whole entry, looked up, the tested form may be a part): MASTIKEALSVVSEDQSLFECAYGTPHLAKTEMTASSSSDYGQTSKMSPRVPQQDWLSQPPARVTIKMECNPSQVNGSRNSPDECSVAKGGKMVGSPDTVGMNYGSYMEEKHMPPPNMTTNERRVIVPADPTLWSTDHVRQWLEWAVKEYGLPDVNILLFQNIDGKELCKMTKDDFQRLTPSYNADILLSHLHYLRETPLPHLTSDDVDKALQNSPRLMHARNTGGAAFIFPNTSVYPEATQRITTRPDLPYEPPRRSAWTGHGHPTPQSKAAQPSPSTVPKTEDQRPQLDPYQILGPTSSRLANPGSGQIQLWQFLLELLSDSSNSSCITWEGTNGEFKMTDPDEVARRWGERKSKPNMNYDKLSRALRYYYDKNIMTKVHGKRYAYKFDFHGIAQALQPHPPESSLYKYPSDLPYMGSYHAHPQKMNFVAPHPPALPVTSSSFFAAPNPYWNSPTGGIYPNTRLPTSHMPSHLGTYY
#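 His-tagged ERG Ets domain (1 uM in the protein solution; 300mM KCl, 50mM Tris-HCl, 1mM EDTA, 1mM DTT, pH 7.5) received compound, then a probe mix of 5 nM fluorescein-DNA and 100nM Texas-615-DNA. Fluorescence polarization was read for both dyes.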
# BAZ2B block: BAZ2B (human) inhibition. Q9UIF8. AlphaScreen BAZ2B-H3K14Ac peptide displacement. Potency, µM (highest dose often 114 µM), without a hit: at the highest dose activity change, negative = inhibition, most hits filed as inhibitors. actives 4.4% (n = 360,000). AID 504333; note: potency is the fitted concentration of half-maximal effect; % is set by controls: 0 for no effect and ±100 for the full control effect; nearly all actives have a fitted effect of over 60% in size
#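 BAZ2B (50 nM) with biotin-H3(5-23)K14Ac peptide (50 nM) in PBS pH 7.4, 0.01% Tween-20, preformed 30 min, then compound 30 min at room temperature; top concentration 110uM. AlphaScreen streptavidin donor/nickel chelate acceptor beads (10 ug/mL final), 20 min dark, signal read.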
# GLS inhibitor: inhibitors of human glutaminase (GLS); O94925; GLS enzymatic activity, qHTS titration; Potency, µM (series often up to 45.5 µM), without a hit: at the top dose activity change, negative = inhibition, actives largely listed as inhibitors; actives 0.21% (n = 410,000); AID 624170; note: potency is the fitted concentration of half-maximal effect; % is set by controls: 0 for no effect and ±100 for the full control effect
#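 hKGA; 45 mM KH2PO4 pH 8.2 + 0.02% Tween-20; cpd via pin tool; 1 mM Gln soln; GluOx/HRP/Amplex Red; RT 30 min; fluor. t0 & final.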
# 12-LOX inh: inhibitors of human 12S-lipoxygenase ALOX12; Potency, µM (titrated, usually from 108 µM), for inactives: at the highest dose activity change, negative = inhibition, most hits filed as inhibitors; P18054; AID 1671190; purified 12hLO, xylenol orange hydroperoxide absorbance; actives 1.1% (n = 580,000); note: potency is the fitted concentration of half-maximal effect; % is set by controls: 0 for no effect and ±100 for the full control effect
#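 Purified human 12hLO (150 nM final) in 25 mM Hepes, 0.01% Triton X-100, pH 7.0 was preincubated 15 min at room temperature with compound. Then 40 uM arachidonic acid was added, 30 min. Hydroperoxide was read by Fe-XO absorbance ratio 573/405 nm.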
# HP1b binding inh: HP1-beta chromodomain-methylated histone interaction inhibition | AID 540317 | Potency, µM (doses to about 114 µM), without a hit: top-dose activity change, negative = inhibition, most hits filed as inhibitors | actives 0.56% (n = 390,000) | AlphaScreen HP1-beta / biotin-H3K9me3 peptide binding; note: potency is the fitted concentration of half-maximal effect; nearly all actives have a fitted effect of over 70% in size; inactives centre near 23
#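 AlphaScreen: HP1-beta (50 nM) preformed 30 min with biotin-H3(1-18)K9me3 peptide (50 nM) in PBS pH 7.4, 0.01% Tween-20. Compound added for 30 min at RT, then streptavidin donor/nickel chelate acceptor beads (10 ug/mL) for 30 min.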
# JMJD2A Tudor inh: JMJD2A Tudor domain (human) inhibition | actives 4.4% (n = 390,000) | Potency, µM (series often up to 114 µM), without a hit: at the top dose activity change, negative = inhibition, most hits filed as inhibitors | AlphaScreen JMJD2A-Tudor / H3K4me3 peptide binding | O75164; note: potency is the fitted concentration of half-maximal effect; % is set by controls: 0 for no effect and ±100 for the full control effect; nearly all actives have a fitted effect of over 50% in size
# PI4K2A block: blocks human PI4K2A kinase activity. Q9BTU6. purified PI4K2A, ADP-Glo luminescence, 1 h; hits give low values. activity change, negative = inhibition, % at 76.9 µM. actives 0.13% (n = 420,000). AID 1346378; in the data active = activity change below about -50%; inconclusive = mostly about -30% to -49%;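 note: -100% = wells without enzyme as full effect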
# Target sequence (Q9BTU6 whole entry, looked up): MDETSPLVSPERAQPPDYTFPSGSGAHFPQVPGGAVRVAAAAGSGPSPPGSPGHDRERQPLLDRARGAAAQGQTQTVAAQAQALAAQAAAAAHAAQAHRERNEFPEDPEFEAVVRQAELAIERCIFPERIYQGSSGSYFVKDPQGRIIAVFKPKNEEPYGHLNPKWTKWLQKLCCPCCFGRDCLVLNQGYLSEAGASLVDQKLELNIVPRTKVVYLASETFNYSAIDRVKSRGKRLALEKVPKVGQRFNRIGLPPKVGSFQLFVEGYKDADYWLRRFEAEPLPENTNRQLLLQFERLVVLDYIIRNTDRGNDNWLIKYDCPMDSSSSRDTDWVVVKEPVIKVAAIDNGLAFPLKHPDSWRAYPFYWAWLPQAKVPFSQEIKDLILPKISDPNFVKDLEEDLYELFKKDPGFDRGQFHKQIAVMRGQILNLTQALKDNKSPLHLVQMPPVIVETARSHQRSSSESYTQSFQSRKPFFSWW
#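 PI4K2A activity was measured by ADP-Glo luminescence: enzyme (4 ug/mL stock) and phosphatidylinositol (1.2 mM stock) in Tris pH 7.5/MgCl2/EGTA/Triton X-100 buffer were reacted with ATP (300 microM stock) for one hour at ambient temperature.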
# G9a inh: inhibitors of human histone lysine methyltransferase G9a; Q96KQ7; G9a H3K9 monomethylation, AlphaScreen, 2 h; Potency, µM (doses to about 102 µM), without a hit: top-dose activity, negative = inhibition, actives largely listed as inhibitors; actives 8.8% (n = 350,000); AID 504332; note: potency is the fitted concentration of half-maximal effect; % is set by controls: 0 for no effect and ±100 for the full control effect; nearly all actives have a fitted effect of over 75% in size
#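 G9a (20 nM) was preincubated 15 min with compound, then reacted 2 h at room temperature with 500 nM biotin-H3K9 peptide and 20 µM SAM. Monomethyl-H3K9 detected by AlphaScreen using anti-H3K9me1 antibody.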
# * = called active by the depositor; i = inactive; ? = inconclusive; . = not tested or not shown; & = joins results of further samples; ! = a repeat was not active; [ ] = another dose, or the depositor's remark. Unless noted, calls come from the whole dose curve; as a rule, active = well fitted curve in the direction sought with a large enough effect; inconclusive = small, poorly fitted or top-dose-only effect, or another doubt; inactive = no such curve, though single readings can be large; an effect the other way counts as inactive or inconclusive. Not all compounds are listed; the hit share may differ from the screen's.
SMILES,RGS4 inhibitor,ERG Ets-DNA blk,BAZ2B block,GLS inhibitor,12-LOX inh,HP1b binding inh,JMJD2A Tudor inh,PI4K2A block,G9a inh
O=C(CCCOc1ccc(Cl)cc1Cl)N/N=C/c1cccc([N+](=O)[O-])c1,-9%[11.4 µM],5%,-31%,-1%,-22%,-11%,?,-1,-6%[59 µM]
O=C(CCCCCN1C(=O)c2cccc3cccc(c23)C1=O)NCCO,-7%,6%,-8%,-16%,13%,18%,4%,-6,5%[59 µM]
CCc1noc(C)c1C(=O)Nc1ccccc1C(C)(C)C,-13%,4%,-34%,4%,?,16%,-9%,-1,-23%
CCCCN(C)CC(O)Cn1cc(/C=C/C(=O)c2ccc(OCC)cc2)c2ccccc21 (configuration not stated),-8%,-7%,?,7%,9%,?,50µM*,0,50µM*!
CC1CCc2c(sc3nc(CN4CCOCC4)nc(Sc4ccccc4)c23)C1 (configuration not stated),1%,-2%,-29%,0%,-15%,-11%,?,-1,-14%[59 µM]
O=C(C1CCN(c2nnc(-n3cccc3)s2)CC1)N1CCN(c2cccc(C(F)(F)F)c2)CC1,-13%,1%,-2%,2%,0%,35%[activator],-14%,-7,22%[2.33 µM]
CCCC(=O)Nc1nnc(SCc2cc(=O)n3cccc(C)c3n2)s1,-10%,0%,1%,9%,-29%,27%[57 µM],-6%,-1,1%[59 µM]
CCC(C)n1c(=O)c2sccc2n2c(CCCC(=O)N3CCC(C(N)=O)CC3)nnc12 (configuration not stated),6%[56.9 µM],3%,-13%,2%,-2%,72%[activator],-8%,2,50%[activator]
COc1ccc(-c2cc(C)no2)cc1S(=O)(=O)N1CCN(c2ccc([N+](=O)[O-])cc2)CC1,-2%,-6%,-24%,-1%,-2%,19%,-12%,-4,30%[59 µM]
Cn1ncc(Cl)c1C(=O)Nc1ccc2c(c1)CCC2,23%,12%,6%,5%,?,44%[activator],-2%,-2,.
COc1nc(-c2ccccc2)cc(C(F)(F)F)n1,0%,-10%,7%,-3%,1%,45%[activator],24%,2,21%[59 µM]
CCN(CC)C(=O)CSc1nnc(-c2cnccn2)n1-c1ccc(C)cc1,4%,-4%,3%,4%,-17%,21%,-14%,-6,8%
O=C(Nc1ccccc1)c1c(F)cccc1F,28%,.,30%[activator],21%,15%,12%,-5%,2,-22%[12.7 µM]
C=CCOC(=O)/C(=C/c1ccco1)NC(=O)/C=C/c1ccccc1,-4%,9%,?,11%,?,17%,-16%,-2,8%[0.501 µM]
Cc1ncc(COC(=O)C(C)C)c2cc(C(=O)Nc3ccccc3C(F)(F)F)c(=O)oc12,-1%,8%,8%,-9%,-21%,57%[activator],-5%,-1,35%[59 µM]
CC(=O)c1c(C)[nH]c(C(=O)OCc2ccc([N+](=O)[O-])cc2)c1C,20%,-4%,-15%,6%,-2%,4%,-17%,0,-25%
CC(C)(C)n1nc(C2CC2)cc1NC(=O)Nc1ccc(Cl)cc1,-38%,4%,-7%,-2%,-5%,33%,-4%,-3,44%[0.501 µM]
Cc1cc(=O)oc2ccc(OCC(=O)O)cc12,-23%,-5%,1%,.,-34%,33%,-5%,-8,-32%[59 µM]
O=C(NC[C@@H]1CC[C@@H](Cc2ccc(-c3ccccc3)cc2)O1)Nc1ccc(Br)cc1,-16%,20%,.,3%,?,35%,-4%,0,.
O=C(CSc1nc2ccccc2o1)c1ccc2c(c1)OCCO2,?,2%,0%,-10%,0%,24%,23%,-12,3%[12.7 µM]
Clc1ccc(Sc2cc(N3CCOCC3)nc(-c3ccccc3)n2)cc1,-13%,7%,3%,0%,6%,24%,2%,-5,30%
CCOC(=O)C(=O)/C(=C\N(C)C)c1onc(-c2c(F)cccc2Cl)c1C(=O)OC,-7%[11.4 µM],0%,9%,-3%,?,61%[activator],-3%[11.4 µM],4,?
O=C(O)c1cccc(NC(=O)c2ccccc2)c1,21%,-3%,.,4%,-16%,20%,-9%,-14,.
CC1=C(C(=O)OC(C)C)C(c2ccc(O)cc2)NC(=O)N1 (configuration not stated),9%,0%,6%,-2%,0%,29%,-3%,2,-1%[0.501 µM]
O=C(CSc1nc2ccc(NC(=O)C3CCCCC3)cc2s1)NCC1CCCO1 (configuration not stated),-15%,5%,-1%,10%,-15%,43%[activator],-28%,-9,45µM*

# Brought forward from above: 2 entries; new compounds follow.
SMILES,RGS4 inhibitor,ERG Ets-DNA blk,BAZ2B block,GLS inhibitor,12-LOX inh,HP1b binding inh,JMJD2A Tudor inh,PI4K2A block,G9a inh
CC1=C(C(=O)OC(C)C)C(c2ccc(O)cc2)NC(=O)N1 (configuration not stated),9%,0%,6%,-2%,0%,29%,-3%,2,-1%[0.501 µM]
O=C(CSc1nc2ccc(NC(=O)C3CCCCC3)cc2s1)NCC1CCCO1 (configuration not stated),-15%,5%,-1%,10%,-15%,43%[activator],-28%,-9,45µM*
CCCCNC(=O)c1ccc2c(SCC(=O)O)c3c(nc2c1)CCCC3,-21%,-2%,-30%,4%,-7%,36%,5%,4,-4%
COc1ccc(C2=NOC3(CC(=O)N(c4ccc(F)cc4)C3=O)C2)cc1 (configuration not stated),-6%,16%,-19%,-2%,?,29%,-14%,0,50µM*
CC(=O)OCCN(CCOC(C)=O)c1c(C)[nH]c(=O)[nH]c1=O,8%,.,3%,6%,9%,24%,5%,-1,6%
O=C(Nc1cccnc1)c1cccs1,-24%,-1%,1%,0%,0%,38%,-12%,4,-15%[12.7 µM]
CN(C(=O)COC(=O)c1cccnc1Nc1ccccc1F)C1CCS(=O)(=O)C1 (configuration not stated),11%,-1%,-1%,5%,-9%,20%,-5%,-3,-39%[59 µM]
Nc1ccc(N2CCCCC2)c2nonc12,?,20%,25µM*,14%,?,?,56µM*,-54*,.
Cc1ccc2oc(=O)c3cc(C(=O)NCCN4CCN(C)CC4)sc3c2c1,-1%,-5%,12%,-1%,4%[57.4 µM],42%[activator],-11%,-2,19%[59 µM]
CCN(CC)c1ccc(NC(=O)c2cncc(Br)c2)cc1,-37%,0%,35µM*,70%[activator],-29%,?,50µM*,-7,?
O=C(CSc1nc(-c2ccc(Cl)cc2)[nH]c(=O)n1)Nc1cccc(Cl)c1,-27%,12%,-12%,6%,?,25%,-17%,-9,-19%
Cn1c(SCC(=O)NCC2CCCO2)nc2c(c1=O)SCC2 (configuration not stated),-10%,-5%,-2%,-5%,-3%,41%[activator],-3%,-3,-7%
CCOc1cc(/C=C2\NC(=O)NC2=O)cc([N+](=O)[O-])c1O,7%[11.4 µM],4%,?,-20%,-23%,-22%,-13%[11.4 µM],-2,.
Cc1ccc(-c2nc(CS(=O)CC(=O)NCCC(C)C)c(C)o2)cc1 (configuration not stated),-14%,-1%,5%,3%,4%,30%,-18%,-2,?
CC(C(=O)N1CCOCC1)c1ccc([N+](=O)[O-])cc1 (configuration not stated),6%,6%,8%,0%,-2%,25%,-5%,-8,1%[59 µM]
Cn1nc(-c2ccc(OCC(N)=O)cc2)c2ccccc2c1=O,-20%,-4%,-2%,.,0%,17%,1%,4,-11%
CCN[C@H]1CN(CCCOC)S(=O)(=O)c2sc(S(N)(=O)=O)cc21,-5%,9%,30%,0%,14%,55%[activator],-4%,0&-3,16%[12.7 µM]
CC(O)[C@H]1CC[C@H]2[C@@H]3CC[C@H]4C[C@@H](O)CC[C@]4(C)[C@H]3/C(=N/O)C[C@]12C (some centres not stated),-5%,-6%,10%,13%,3%,10%,-17%,4,-8%[2.33 µM]
O=C(CN1C(=O)CC(c2ccccc2)S(=O)(=O)c2ccccc21)NC1CCCC1 (configuration not stated),-8%,4%,0%,-13%,-8%,1%,-15%,-3,6%
CCCCOc1ccccc1-c1ccccc1CN1[C@@H](C(C)C)COCCS1(=O)=O,-1%,-1%,.,-22%,?,6%,?,-1,.
CC(C)CCn1c(Cl)nc2c1c(=O)n(C)c(=O)n2C,8%,9%,-32%,0%,2%&-24%,37%,-35%,-4,45%[0.501 µM]
COc1ccc(C(=O)/C=C/c2cccs2)c(OC(=O)N2CCOCC2)c1,-7%,3%,-7%,-7%,-12%,15%,-5%,0,17%
COc1cc(CC(=O)OCC(=O)c2c[nH]c3ccccc23)cc(OC)c1OC,6%,2%,-4%,-5%,-2%,22%,-32%,4,?
Cc1ccc(C(=O)Nc2ccc(C(=O)O)cc2)cc1S(=O)(=O)Nc1cccc([N+](=O)[O-])c1,-11%,3%,-22%,2%,-8%,24%,-11%,0,?
CCOc1ccccc1NC(=O)NC1(C(=O)N2CCOCC2)CCCCC1,-10%,-2%,10%,6%,0%,34%[activator],0%,1,10%[59 µM]
CCOC(=O)C(C#N)(Cc1ccc2ccccc2n1)Cc1ccc2ccccc2n1,18%,-5%,.,-6%,-4%,22%[57 µM],-9%,1,.
O=C(NC(=S)Nc1ccc2oc(=O)ccc2c1)c1cc2ccccc2o1,-30%,7%,3%,1%,4%,48%[activator],-6%,5,-9%
CC(=O)N/N=c1\sc2ccccc2n1C,-9%,-3%,-3%,-8%,-3%,27%,-11%,1,5%
CN(C)c1nc(-c2ccccc2)c2cnn(Cc3ccccc3)c2n1,14%,.,373%[activator],-1%,-14%[57.4 µM],i,374%[activator],-3,.
